Screens (PubChem)
PriA SSB inh – K. pneumoniae PriA-SSBct interaction inhibition; AlphaScreen SSBct-PriA binding, biotinylated peptide; inhibition, % at 33 µM; 0.6% of 430,000 active; AID 1272365; in the data active means inhibition mostly above about 37%, no sharp cut-off; inactive means mostly below about 20%;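 further: plate controls were negative control peptide for no effect and reference peptide for full effect; strong numbers were not always called active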
Active calls of the source: *; & = joins results of further samples. These rows are one share of the data; the hit share may differ from the screen's.

SMILES	PriA SSB inh
Cc1cc(CCNC(=O)Nc2ccc(F)cc2)on1	-15
Cc1ccc(-n2cc(C(=O)NC3CCCCC3)nn2)cc1C	-13
Cc1ccc(S(=O)(=O)Cc2ccc(-c3nc(-c4ccc5c(c4)OCO5)no3)o2)c(C)c1	1&8
CNC(=O)C(=O)NCc1cccs1	-15&-10
O=C(Nc1nc(-c2ccc(Br)s2)cs1)c1ccc(N2C(=O)CCC2=O)cc1	-4
CCOc1ccc(C(=O)c2oc3ccccc3c2NC(=O)c2snnc2CC)cc1	3
CC1CN(S(=O)(=O)c2ccc(C(=O)N(CCN(C)C)c3nc4c(F)cc(F)cc4s3)cc2)CC(C)O1 (stereo not drawn)	5
O=C(NCc1cccnc1-c1cccs1)c1cnn(-c2ccccc2)n1	-9
O=C(c1ccsc1)N1C2CCC1CC(S(=O)(=O)c1ccccc1)C2 (stereo not drawn)	-37
CSc1nnc(Cn2c(=O)sc3ccccc32)n1-c1cccc(C(F)(F)F)c1	6
O=C(NN=Cc1cccnc1)c1ccc(NC(=O)c2ccccc2Cl)cc1	-7
Cc1nc(N)sc1-c1n[nH]c(=S)n1C	-12
CCCC1SC(=NN=Cc2ccc(OC)cc2)N(Cc2ccccc2)C1=O (stereo not drawn)	-13
CC(=NOCC(=O)NC(C)C)c1cccs1	-6
O=C(NCC1Cc2ccccc2CO1)c1cc2n(n1)CCCO2 (stereo not drawn)	4
COC(=O)Nc1ccc(S(=O)(=O)NCc2nc(-c3cccn3C)no2)cc1	2
Cc1ccc(S(=O)(=O)N2CCN(Cc3cc(-c4ccccc4)ccc3O)CC2)cc1	13
O=C(NCC(=O)N1CCC2(CCc3ccccc3O2)CC1)c1ccccc1	-3
O=C(CSCc1ccccc1)NCc1cnn2ccccc12	-1
O=C(Cn1nc2c(c1NC(=O)c1cc3ccccc3o1)CSC2)NCCc1ccccc1	-6
Cn1ccc(C(=O)Nc2ccccc2C#N)n1	-9&2
CC(=O)NS(=O)(=O)c1ccc(NC(=O)CCn2c(=O)oc3ccc(Cl)cc32)cc1	10
O=C(Nc1ccc(-c2csc(Nc3cccnc3)n2)cc1)c1cc(C2CC2)on1	3
CCOC(=O)NCC#CCOc1ccccc1C(N)=O	-3
CCc1ccc(-c2cc3c(SCC(=O)Nc4ccc(Cl)c(C(F)(F)F)c4)nccn3n2)cc1	-5

Looked up above:
`Cc1cc(CCNC(=O)Nc2ccc(F)cc2)on1` | PriA SSB inh = -15
`CC1CN(S(=O)(=O)c2ccc(C(=O)N(CCN(C)C)c3nc4c(F)cc(F)cc4s3)cc2)CC(C)O1` (stereo not drawn) | PriA SSB inh = 5

Five entries already listed, sorted by SMILES length, rising.
SMILES	PriA SSB inh
CNC(=O)C(=O)NCc1cccs1	-15&-10
Cn1ccc(C(=O)Nc2ccccc2C#N)n1	-9&2
O=C(NCc1cccnc1-c1cccs1)c1cnn(-c2ccccc2)n1	-9
CCCC1SC(=NN=Cc2ccc(OC)cc2)N(Cc2ccccc2)C1=O (stereo not drawn)	-13
O=C(Nc1nc(-c2ccc(Br)s2)cs1)c1ccc(N2C(=O)CCC2=O)cc1	-4

Going on with the list:
SMILES	PriA SSB inh
O=c1c2nccnc2n(Cc2cccc(F)c2)c(=O)n1Cc1ccc(F)cc1	-6
Cc1cccc(NC(=O)c2ccc(N3C(=O)c4ccccc4C3=O)cc2)c1C	-11
COc1ccccc1/C=C\C=Nn1c(C2CCCCC2)n[nH]c1=S	28
O=C(CSC1CCCC1)N1CCCSC[C@@H]1CN1CCCC1	-5
CCOC(=O)N1CCN(C(=O)CN2CCC(c3nnc(-c4ccsc4)o3)CC2)CC1	-9
CC(=O)Nc1ccc(CC(=O)N2CC[C@H](n3cc(-c4ccccc4)nn3)C2)cc1	-21
O=C(NN=Cc1ccc(Cl)cc1)c1sccc1OCc1ccc(F)cc1	-10
O=C(NCc1cc(-c2cc3ccccc3o2)on1)c1cccs1	-6
Cn1ccc(C(=O)N2CC(=O)Nc3ccccc32)n1	-6&-5
Cn1nc(-c2ccc(F)cc2)cc1C(=O)NC[C@]1(O)CCOc2ccccc21	-19
O=C(CSc1ncc(-c2ccccc2)n1Cc1ccco1)N1CCCCC1	15
FC(F)(F)c1n[nH]c(=S)n1N=Cc1ccco1	-3
COc1cc(CNC(=O)CCC(=O)N2C[C@H]3C[C@@H](C2)c2cccc(=O)n2C3)cc(OC)c1OC	-8
COc1ccc(NC(=O)Cn2c(=O)n(CCCCC(=O)NC(C)C)c(=O)c3ccccc32)cc1OC	-2
C/C=C/c1ccc(OC[C@@H](O)CN2CCN(c3cccc(C(F)(F)F)c3)CC2)c(OC)c1	11
COc1ccccc1OCC#CCNC(=O)CNC(=O)c1ccccc1	-25
O=C(NCC1CCN(c2nc3ccccc3o2)CC1)Nc1ccccc1Cl	-17
COc1ccc(C(O)=C2C(=O)C(=O)N(CCN(C)C)C2c2ccc(OC)c(OC)c2)c(C)c1 (stereo not drawn)	-8
O=C(C1CCCCC1)N(c1ccc(Br)cc1)C1C=CS(=O)(=O)C1 (stereo not drawn)	4
COc1ccc(-c2csc(NC(=O)CSc3ccc(F)cc3)n2)c(OC)c1	-9
COc1ccc(NC(C)=O)cc1NC(=O)CCCn1nc(-c2ccccc2)ccc1=O	-24
CN(C)c1ccc(C=NNC(=O)C(O)c2ccc(Br)cc2)cc1 (stereo not drawn)	4
Cc1cc(C)nc(SC(C)C(=O)NN=Cc2cccs2)n1 (stereo not drawn)	-12
CCOC(=O)c1cn(Cc2ccccc2)c2ccccc2c1=O	-7
CC(=O)Nc1cc(C(=O)NCCC2=CCCCC2)ccc1Nc1ccc(OCc2ccccc2)cc1	-11

Next part.
SMILES	PriA SSB inh
COc1ccc(-n2nnnc2CNC(=O)C2CCCC2)cc1	-3
O=C(Cc1c[nH]c2ccccc12)Nc1cnc(N2CCN(c3ccccc3)CC2)nc1	5
CC(C)Cn1c(SCc2nc(-c3ccccc3)no2)nc2ccsc2c1=O	-22
O=S(=O)(c1ccc(OC(F)(F)F)cc1)N1CCC(n2ccnn2)CC1	-8
COc1ccc(C(=O)NCC(OC)c2ccc(Cl)s2)cc1F (stereo not drawn)	-4
CC1(C)COc2ccc(NS(=O)(=O)c3cc(F)ccc3F)cc2NC1=O	1
O=C(c1ccccc1Cl)N1CCC(c2ccsc2)CC1	-15
O=C(NCCCn1nc(-c2ccco2)ccc1=O)Nc1ccc(C(F)(F)F)cc1	-16
O=C(COc1ccc2c(c1)OCO2)Nc1cc(-n2cccn2)ncn1	-7
O=S(=O)(c1cccs1)N(Cc1ccoc1)Cc1cccs1	-21
CN1CCN(C(CNC(=O)c2c(F)cccc2Cl)c2ccsc2)CC1 (stereo not drawn)	-4
CCN(CC)c1ccc(C=NNC(=O)c2cccc(S(=O)(=O)Nc3ccccc3OC)c2)c(O)c1	-2
O=c1c2c3c(nn2cnn1Cc1nc(-c2ccccc2F)no1)CCCC3	3
Cc1ccc(CS(=O)(=O)c2cn(CC(=O)NCc3cccs3)c3ccccc23)cc1	-14&-4
COc1cccc(NC(=O)Nc2ccc3c(c2)CCCN3S(=O)(=O)c2ccccc2)c1OC	-8
NC(=O)C1CCN(CC(=O)NCCc2ccccc2)CC1	-4
COc1ccc(N2CC(NC(=O)Nc3nc4ccc(C)cc4s3)CC2=O)cc1OC (stereo not drawn)	-20
CC(=NNS(=O)(=O)c1ccc(Br)cc1)c1ccc(C)o1	-14
COc1ccc(C=NNc2cc(C)nc3ccccc23)cc1	9
O=C(NCCc1ccoc1)NCc1ccc(F)cc1	3
CC1=NN(c2ccccc2)C(=O)C1=Cc1c(O)[nH]c(=S)[nH]c1=O	-3
O=C(NCCc1cccs1)c1ccc2c(=O)n(-c3ccc(F)cc3)c(N3CCCC3)nc2c1	-5
COCCN1CCC(NC(=O)c2ccccc2C)CC1	-11
Cc1ccc(-n2c(Cc3cccn3C)nnc2SCC(=O)Nc2cccc(C)c2)cc1	48
Cn1cc(S(=O)(=O)Nc2cccc(-c3cnc4n3CCC4)c2)cn1	2

Two entries drawn at random from those above:
SMILES	PriA SSB inh
COCCN1CCC(NC(=O)c2ccccc2C)CC1	-11
COc1ccc(N2CC(NC(=O)Nc3nc4ccc(C)cc4s3)CC2=O)cc1OC (stereo not drawn)	-20

The results go on:
SMILES	PriA SSB inh
O=S(=O)(Cc1ccccc1)NCCOc1ccc2nnc(-c3ccccc3Cl)n2n1	-14
O=C(NCCOc1ccc(F)cc1)[C@@H]1CSc2nccc(=O)n2C1	-9
NC(=NOC(=O)Cc1ccc(-c2ccccc2)cc1)c1cccc([N+](=O)[O-])c1	4
COc1ccc(Cl)cc1C(=O)N1CCN(Cc2nc(C)cs2)CC1	-9
Cn1cccc(C(=O)N2CCSC(c3ccco3)CC2)c1=O (stereo not drawn)	1
CCCCn1c2ccc(C)cc2c2nc3ccccc3nc21	-19
CCN(CC)S(=O)(=O)c1cccc(C(=O)NN=Cc2ccccc2OCC(=O)O)c1	-7
CS(=O)(=O)N1CCN(C(=O)NCC(O)c2csc3ccccc23)C1=O (stereo not drawn)	-15
CCS(=O)(=O)c1nc2ccccc2n1Cc1cccc(C(F)(F)F)c1	-30
COc1cccc([C@@H]2NC(=O)CN(C)C2=O)c1	-20
COc1ccc(N2CCN(S(=O)(=O)c3ccc(Oc4ccccc4Cl)cc3)CC2)cc1	-2
Cc1c(C(c2ccccc2F)c2c(C)n(C)n(-c3ccccc3)c2=O)c(=O)n(-c2ccccc2)n1C	-1
CS(=O)(=O)N1CCN(C[C@H](O)c2cccs2)CC1	-7
O=C1c2ccc([N+](=O)[O-])cc2C(=O)N1CC12CC3CC(CC(Br)(C3)C1)C2	-10
O=C(NN=Cc1ccc(O)cc1)c1cc[n+](Cc2ccccc2)cc1	-19
COc1cc(C=NNC(=O)c2cc(-c3ccccc3OC(C)C)nc3ccccc23)ccc1O	19
O=C(NCC1CCN(C(=O)c2cccnc2)CC1)C(=O)Nc1ccc(F)c(Cl)c1	-2
Cc1cc(CNC(=O)c2csc(-c3ccccc3)n2)c(C)o1	14
COC(=O)c1ccc(Oc2coc3c4c(ccc3c2=O)OCN(CCc2cccs2)C4)cc1	-3
C[C@](O)(CNS(=O)(=O)c1cc2c3c(c1)CCN3C(=O)CC2)C1CC1	-7
O=C(Nc1cccnc1)C1CCCN(c2ccc(-c3ccc(Cl)cc3)nn2)C1 (stereo not drawn)	7
O=S(=O)(c1c(Cl)cccc1Cl)N1CCN(C(c2ccccc2)c2ccccc2)CC1	-9
N#Cc1ccccc1C=Nc1ccc(-c2cc(-c3ccccc3)c3cc(Cl)ccc3n2)cc1	-15
O=C(NCC(O)Cn1ccccc1=O)C1(c2cccs2)CCCC1 (stereo not drawn)	-1
CC(C)Oc1c(Br)cc(Br)cc1C=NNC(N)=S	25

Overlap with the part before: three compounds; new compounds follow.
SMILES	PriA SSB inh
N#Cc1ccccc1C=Nc1ccc(-c2cc(-c3ccccc3)c3cc(Cl)ccc3n2)cc1	-15
O=C(NCC(O)Cn1ccccc1=O)C1(c2cccs2)CCCC1 (stereo not drawn)	-1
CC(C)Oc1c(Br)cc(Br)cc1C=NNC(N)=S	25
O=C(NCCn1nc(-c2ccncc2)ccc1=O)c1cc2ccccc2oc1=O	-19
Cc1cc(C(=O)NC[C@@](O)(c2cccs2)C2CC2)no1	-18
Cc1cc(S(=O)(=O)Nc2cccnc2)cc([N+](=O)[O-])c1C	11
CCCN1CCCc2cc(CCNS(=O)(=O)c3cc(C)ccc3OCC)ccc21	71*
Cc1cccc(C)c1NC(=O)C(=O)NCCCc1ccc(N(C)C)cc1	-6
CN1C(=O)C(C)(C)COc2cc(NC(=O)C3CCCO3)ccc21 (stereo not drawn)	17
COc1cncc(O[C@H]2CCCN(C(=O)c3ccccn3)C2)n1	-11
CC(CC(=O)Nc1ccc(Cl)cc1Cl)=NNC(N)=S	3
Cc1cc(-c2cccs2)nn1CCNC(=O)c1ccccc1SC(F)F	0
Cc1ccc2c(c1)CCCN2C(=O)CCCn1nc(-c2cccs2)ccc1=O	20
O=C(Cc1cc(=O)[nH]c(SCc2ccccc2F)n1)Nc1ccc(F)c(F)c1	-13
COc1ccc(SCC2CCN(C(=O)c3ccc4nsnc4c3)CC2)cc1	-7
CNC(=O)c1cccc(-c2noc(C3CN(C(=O)c4ccc5ccccc5n4)C3)n2)c1	-10
O=C(NCC(O)(c1cccs1)C1CC1)c1cncc(Br)c1 (stereo not drawn)	3
CC(C)C(Br)C(=O)Nc1nnc(-c2ccc(F)cc2)s1 (stereo not drawn)	4
Cn1nc2c(c1NC(=O)COc1ccc(Cl)cc1Cl)CCC2	-10
O=C(NC[C@H]1CCCN1c1ccccc1)c1cccc(Cl)c1	21
O=C(Nc1ncc(CN2CCCCC2)s1)c1ccccc1	3
CCCc1ncc(C)[nH]1	-3
Cc1cc(C(=O)Nc2nc(-c3cccs3)cs2)nn1C	-4
COC(CNC(=O)c1cccc(N(C)C)c1)c1ccco1 (stereo not drawn)	9
Cc1nc(-c2ccccc2NC(=O)c2cnn(-c3ccccc3)n2)cs1	-5
Cc1nc(-c2cccnc2)sc1-c1ccc(SCc2cccc(F)c2)nn1	1
O=C(CSc1nnc(NC(=O)COc2ccc(Cl)cc2)s1)Nc1ccc2c(c1)OCO2	-23
CSCC(C)(O)CNC(=O)c1cccc(C(F)(F)F)c1 (stereo not drawn)	-3

Following part:
SMILES	PriA SSB inh
Cc1cc(NS(=O)(=O)c2ccc(NC(=O)Cn3nc(-c4ccco4)ccc3=O)cc2)nc(C)n1	-20
O=C(Nc1ccc(SCc2cccc(C(F)(F)F)c2)nn1)c1ccco1	-7&-6
CCOc1ccc(S(=O)(=O)c2cnc(SCC(=O)Nc3ccc(C)c(C)c3)[nH]c2=O)cc1	-8
Cc1ccc2c(N)cccc2n1	-17
C(=NNC1=NCCCCC1)c1c[nH]c2ccccc12	-22
CCOC(=O)N1CCN(C2CC(=O)N(c3ccccc3CC)C2=O)CC1 (stereo not drawn)	3
Cc1ccc(N(C)S(=O)(=O)c2c(-c3ccccc3)csc2C(=O)NCc2ccco2)cc1	14
O=C1NCCN1C(=O)N1CCS[C@H](c2ccccc2Cl)CC1	2
